V1R ag counter: V1a receptor agonism, counter-screen for OXTR agonists; 320,000 compounds, 0.25% hits; CHO-V1R cells, Fluo-8 calcium fluorescence, agonist mode; 0% DMSO, 100% 3 nM vasopressin; activation, % at 3 µM;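 active = activation above the mean activation of all tested compounds plus 3 SD, per screening run, cut at about 20% in these data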;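 also: signal is peak over basal fluorescence ratio across a 100 second FLIPR read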
CHO-K1 Ca PAM: counter-screen for M1 PAMs: effect in parental CHO-K1 cells. ATP EC20, Fluo-8 calcium fluorescence; 0% at ATP EC20, 100% at ATP max. activation, % at 3 µM. 360,000 compounds, 0.02% hits. AID 602247;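 active = activation above the run cutoff, the mean activation of all test compounds plus 3 SD, cut at about 40% in these data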;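 also: peak over basal fluorescence ratio in a 140 s read after ATP addition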
TAAR1 antag: human TAAR1 antagonism | Q96RJ0 | CHO RD-HGA16 TAAR1, Fluo-8 calcium fluorescence, antagonist | inhibition, % at 3 µM | 360,000 compounds, 1.5% hits;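 active = inhibition above a per-plate cutoff, the mean inhibition of test compounds on that plate plus 3 SD, cut at about 49% in these data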;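 also: 0% = DMSO plus EC80 beta-PEA response and 100% = DMSO alone without agonist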
Target sequence (Q96RJ0 whole entry, looked up): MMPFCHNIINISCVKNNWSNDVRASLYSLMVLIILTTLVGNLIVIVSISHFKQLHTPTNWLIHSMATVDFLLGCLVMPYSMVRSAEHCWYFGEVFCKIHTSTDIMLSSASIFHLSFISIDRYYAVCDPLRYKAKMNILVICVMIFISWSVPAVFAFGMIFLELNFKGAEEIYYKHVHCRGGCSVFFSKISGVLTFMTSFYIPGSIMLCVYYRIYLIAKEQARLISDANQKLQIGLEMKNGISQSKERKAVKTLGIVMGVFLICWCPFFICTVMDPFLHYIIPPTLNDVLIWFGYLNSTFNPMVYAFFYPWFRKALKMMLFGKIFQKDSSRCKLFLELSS
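Assay system: CHO-derived RD-HGA16 cells stably expressing human TAAR1 plus Gα16. Timing: 140 s kinetic read after compound, 140 s after agonist. Technique: kinetic Fluo-8 calcium fluorescence measurement. Measure: % inhibition of agonist calcium response.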
M1 ag parental: nonselective activator or artifact in parental CHO-K1 cells | AID 602248 | 360,000 compounds, 0.48% hits | Fluo-8 calcium fluorescence; scaled to maximal ATP response, vehicle zero | activation, % at 3 µM; in the data active = activation above about 15%;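 also: untransfected CHO-K1 host cells lacking M1 receptor as counterscreen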
OXTR potentiate: human OXTR potentiation. CHO-OTR cells, Fluo-8 calcium fluorescence, potentiator mode; 0% = oxytocin EC15, 100% = EC100. AID 2445. activation, % at 3 µM. P30559. 320,000 compounds, 0.061% hits;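 active = activation above that plate's cutoff, the mean activation of tested compounds plus 3 SD, cut at about 6.6% in these data, passing the limit was not always enough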;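 also: 100% uses oxytocin at 75 nM as the full agonist control; some results filed as inactive read as strong as hits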
Target sequence (P30559 whole entry, looked up): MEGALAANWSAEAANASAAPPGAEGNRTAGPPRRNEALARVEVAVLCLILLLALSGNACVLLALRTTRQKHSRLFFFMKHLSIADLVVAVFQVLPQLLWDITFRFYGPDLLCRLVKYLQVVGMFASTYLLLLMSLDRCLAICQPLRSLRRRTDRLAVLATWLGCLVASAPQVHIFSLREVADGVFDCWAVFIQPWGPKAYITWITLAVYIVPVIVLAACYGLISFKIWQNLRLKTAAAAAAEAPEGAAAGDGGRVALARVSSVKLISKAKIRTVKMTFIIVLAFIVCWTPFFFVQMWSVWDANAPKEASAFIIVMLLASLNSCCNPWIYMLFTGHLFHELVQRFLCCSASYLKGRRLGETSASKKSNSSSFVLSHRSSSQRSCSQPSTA
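Measured by – Fluo-8 calcium dye fluorescence · Test system – human OTR in CHO cells · Dosing – one concentration, 3.0 µM compound · Controls – EC15 oxytocin alone as 0%, 75 nM oxytocin as 100% · Evaluation – normalized max/min fluorescence ratio, % activation · Timing – 6 min pre-incubation, 100 s read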
CHO-K1 Ca antag: counter-screen for M1 antagonists: effect in parental CHO-K1 cells | AID 602250 | ATP-induced calcium, Fluo-8 fluorescence | inhibition, % at 3 µM | 360,000 compounds, 0.6% hits;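 active = inhibition above a per-plate cutoff, the plate's mean sample inhibition plus 3 SD, cut at about 24% in these data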;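 also: 0% = DMSO plus EC80 ATP and 100% = DMSO alone without ATP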
GPR7 antagonist: human neuropeptides B/W receptor 1 antagonism; P48145; GPR7-expressing cells, fluorescence antagonist assay; inhibition, % at 4.4 µM; 290,000 compounds, 1.1% hits; AID 1861; in the data active = inhibition above about 16%, passing the limit was not always enough;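 also: cells stimulated with the agonist NPW; 0% = agonist with vehicle and 100% = vehicle without agonist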
Target sequence (P48145 whole entry, looked up): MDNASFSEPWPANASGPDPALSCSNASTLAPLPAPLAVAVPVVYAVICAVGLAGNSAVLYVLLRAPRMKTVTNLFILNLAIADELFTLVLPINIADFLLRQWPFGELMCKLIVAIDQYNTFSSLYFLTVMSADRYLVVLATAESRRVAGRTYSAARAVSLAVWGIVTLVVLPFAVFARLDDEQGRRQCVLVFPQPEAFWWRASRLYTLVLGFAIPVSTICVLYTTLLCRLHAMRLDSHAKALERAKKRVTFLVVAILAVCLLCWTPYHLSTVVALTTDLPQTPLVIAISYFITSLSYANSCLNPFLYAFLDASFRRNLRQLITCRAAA
CHO parental Ca: signal in parental CHO cells, OX1R antagonist counter-screen; parental CHO-K1, ATP-induced calcium, Fluo-8 fluorescence; inhibition, % at 5.6 µM; 330,000 compounds, 0.63% hits; AID 463079;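 active = inhibition above that plate's mean sample inhibition plus 3 SD, cut at about 26% in these data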;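 also: 0% = ATP-challenged DMSO wells and 100% = DMSO wells without ATP; some compounds past the cut are filed as inactive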
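Test system: parental CHO cells; detection: calcium-sensitive Fluo-8 fluorescence; evaluation: percent inhibition of calcium signal; also added: ATP as calcium-mobilizing challenge; repeats: one well per compound; control set: ATP-challenged DMSO wells low, unchallenged DMSO wells high; compound: single nominal dose of 5.6 µM per compound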
OXTR ag: human OXTR agonism; 320,000 compounds, 0.32% hits; AID 2435; CHO-OTR cells, Fluo-8 calcium fluorescence; normalized: DMSO 0%, oxytocin 100%; P30559; activation, % at 3 µM;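 active = activation above the mean of all tested compounds plus 3 SD, cutoff set per screening run, cut at about 20% in these data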;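 also: peak over basal fluorescence ratio from a 100 s FLIPR kinetic read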
* = called active by the depositor; . = not tested or not shown.

Every second line gives: TAAR1 antag	GPR7 antagonist	OXTR ag	CHO-K1 Ca antag	OXTR potentiate	CHO parental Ca	CHO-K1 Ca PAM	M1 ag parental	V1R ag counter
- CC(=O)Nc1ccc(S(=O)(=O)NCCC(=O)OCC(=O)N2CCN(C(=O)c3ccco3)CC2)cc1
→ -12	-1	0.8	12	-6	6	-12	0.0	1.4
- C/C(NCCc1ccc(O)cc1)=C1/CCOC1=O
→ 83*	.	.	-5	.	.	4	0.1	.
- Cc1nc(C)c(C(=O)OCC(=O)N2CCN(c3ccccc3)CC2)s1
→ -8	-12	2.7	-5	-1	-8	5	1.1	2.0
- CCOc1ccc(N=Cc2ccc([N+](=O)[O-])cc2)c(O)c1
→ -10	.	.	-2	.	.	8	1.1	.
- Cc1ccc(O)c(Cn2nnc3ccccc32)c1
→ 9	.	2.4	-17	-12	-15	17	4.1	4.1
- OCC1(CCOc2ccccc2)CCN(Cc2cn[nH]c2-c2ccc(F)cc2)CC1
→ 17	5	2.6	-15	-22	-14	4	5.6	0.6
- CC(Oc1ccc(Cl)cc1Cl)C(=O)N(C)c1ccccc1 (stereo not drawn)
→ -8	-3	-2.2	16	-14	-22	16	0.0	-0.3
- Cc1ccc(-n2nc3c(=O)n(CCCC(=O)NCCc4ccccc4)nc(C)c3c2C)cc1
→ -23	-9	-1.5	1	-9	-18	-3	-1.4	-1.3
- O=C(NCCCCCc1nc2ccccc2[nH]1)c1ccccc1Cl
→ 13	-10	-1.3	-3	-15	-15	-6	-0.2	-0.5
- O=C(c1ccco1)N1CCN(CC2CC3C=CC2C3)CC1 (stereo not drawn)
→ 4	-8	1.2	-1	-3	-12	7	0.7	0.7
- CC(C)n1nc(C(=O)NCCCN2CCCC2=O)c2ccccc2c1=O
→ -12	-13	-0.7	-3	-4	-12	-4	-0.1	-0.2
- CCc1ccc(-c2csc(NC(=O)C3CCCO3)c2C(=O)OC(C)C)cc1 (stereo not drawn)
→ -6	-6	2.0	-1	-7	-15	4	-0.1	0.5
- CCNC(=O)CC1C(=O)N(c2ccc(F)cc2)C(=O)N1CCc1sccc1C (stereo not drawn)
→ 11	-7	0.4	-4	-4	-24	5	0.8	-0.1
- CC1CCN(CCNC(=O)CCS(=O)(=O)c2ccc(Br)cc2)CC1
→ -2	-2	-0.2	-3	-4	-28	12	-0.4	-0.4
- O=C(O)C(O)(c1ccccc1)C(O)c1ccccc1 (stereo not drawn)
→ -11	.	-0.7	15	-1	-3	-22	-0.2	0.0
- CN(C)/N=C/C=C1\CC/C(=C\c2ccc(Br)cc2)C1=O
→ 4	-2	6.3	0	-18	-15	10	1.5	2.2
- COc1cccc(N2CCN(C(=O)NC3CCCCC3)CC2)c1
→ 14	-8	0.1	-5	-1	-15	11	1.8	1.9
- O=C(O)COc1ccccc1/C=N/NC(=O)c1ccc(F)cc1
→ 4	-10	0.0	-16	-7	-3	-8	0.3	-0.1
- O=C(O)c1sccc1S(=O)(=O)N1CCCCC1
→ -4	.	.	-18	.	.	20	1.1	.
- COc1ccc(NC(=O)CN(C)C(=O)c2cn(-c3ccccc3)nc2-c2cccnc2)cc1
→ 14	.	-1.1	-7	-8	-18	-5	2.7	0.7
- CC(=O)NC(=S)Nc1ccc(NC(=O)COc2ccc(Cl)cc2Cl)cc1
→ -2	-3	3.5	-4	-11	-9	-5	1.1	1.2
- O=C(CN(Cc1ccco1)C(=O)c1cccc(Cl)c1)Nc1c(Cl)cc(Cl)cc1Cl
→ 32	1	-1.8	1	-10	-21	4	-0.2	-0.7
- CC(=O)NC12CC3CC(C1)CC(C(=O)N(C)CC(=O)Nc1ccc(F)c(F)c1F)(C3)C2
→ 13	.	0.0	-15	-7	-18	24	0.6	-0.1
- O=c1[nH]c2cc3c(cc2cc1CN(CCO)S(=O)(=O)c1ccccc1Cl)OCCO3
→ 1	-4	-0.2	-23	2	-16	2	0.9	0.1
- Cc1ccccc1CSc1nncn1N
→ -2	-2	0.0	2	-20	8	4	0.0	0.3
- Cc1ccc2ccccc2c1C(O)c1ncc(-c2cccc(C(F)(F)F)c2)[nH]1 (stereo not drawn)
→ 6	.	.	-6	.	.	20	3.6	.
- O=C(c1ccccc1)N1CCCCCC1
→ -5	-7	-0.2	-11	-2	-7	13	0.1	0.2
- Cc1ccc(N2CC(C(=O)N3CCC(C(=O)NCCCOC(C)C)CC3)CC2=O)cc1 (stereo not drawn)
→ -6	-14	0.7	1	4	-11	3	0.2	0.9
- CCCNC(=O)C(Cc1ccc(OC)cc1)NC(=O)c1ccc(Cl)cc1 (stereo not drawn)
→ -24	.	-2.1	-7	3	-12	-6	-0.5	-0.7
- Cn1nnnc1Sc1ncnc2scc(-c3ccc(C#N)cc3)c12
→ 22	.	-0.4	-17	-1	-15	10	0.5	1.1
- COc1ccc(N2CCOCC2)c(NC(=O)c2ccc3c(c2)OCO3)c1
→ 3	-12	-0.8	-17	-3	-10	8	1.3	0.3
- C=CCC(Nc1ccccc1)c1ccc(OC)c(OC)c1 (stereo not drawn)
→ .	-8	-3.0	.	3	-2	.	.	-1.1
- Cc1cc(C)nc(/N=C(\N)Nc2ccc(OCc3ccccc3)cc2)n1
→ 106*	101*	75*	89*	-18	89*	-12	91*	77*
- Cc1cccc(OC(=O)c2sc3ncn(C)c(=O)c3c2C)c1
→ 2	0	3.9	1	1	-15	11	0.9	3.6
- CS(=O)(=O)N(Cc1ccccc1Cl)c1ccc(C(=O)NCc2ccccn2)cc1
→ 3	-4	2.5	-2	-7	-4	10	2.2	2.5
- NC(=O)CSc1nnc(NC(=O)c2cccc(S(=O)(=O)N3CCCCC3)c2)s1
→ 18	-3	0.0	-6	1	-7	16	0.3	0.4
- C[N+]1(C)CC[C@H](OC(=O)[C@@](O)(c2ccccc2)C2CCCC2)C1
→ 2	7	7.7	17	-16	-4	-8	-0.1	-0.5
- CCOC(=O)c1ccc(S(=O)(=O)NNc2ccc(C(F)(F)F)cn2)cc1
→ 12	.	4.4	13	-8	1	-13	0.1	4.5
- O=C(CSc1nnc(-c2ccccn2)n1Cc1ccccc1)N1CCOCC1
→ -21	-12	-0.2	-13	-4	-11	7	0.5	0.7
- CSc1nsc(SC)c1NC(=O)N1CCCC1
→ -1	-7	-0.6	-17	-7	-7	29	0.7	0.0
- Cc1ccc(NC(=O)CSCC(N)=O)cc1C
→ -7	-4	1.2	-8	-2	-14	6	0.5	1.0
- O=C(CN1C(=O)COc2ccc(S(=O)(=O)N3CCCCC3)cc21)NCc1ccc(Cl)cc1
→ 5	-4	-0.2	-18	-7	-20	15	0.3	0.9
- Cc1ccccc1C(=O)NNC(=O)C1CCN(c2ncccn2)CC1
→ 3	1	1.1	-12	2	7	-1	0.9	0.6
- Cc1cccc2cc(/C=N/NC(=O)CN3CCCCC3)c(Cl)nc12
→ .	-5	-0.2	.	-4	-10	.	.	0.5
- Cc1cc2c(c(/C=C/C(=O)c3ccccc3)c1)OC1(C=C2)Oc2ccccc2C(=O)N1C (stereo not drawn)
→ -11	-6	-0.7	12	2	-29	2	1.2	-0.2
- Cc1ccc(-n2c(CCc3ccccc3)n[nH]c2=S)cc1C
→ 20	-11	-1.5	-1	-6	-9	27	-0.1	-0.1
- CCc1nnc2n1N=C(c1ccc(Cl)cc1)CS2
→ -16	1	-1.6	-16	-13	-4	-13	-1.9	-0.9
- O=C(Cc1ccc(S(=O)(=O)N2CCOCC2)s1)NCCC(c1ccccc1)c1ccccc1
→ 31	1	1.0	-9	-11	0	22	3.4	0.7
- CN(C)CCNc1nc2sc3c(c2c(=O)n1-c1ccccc1)CCCCC3
→ 0	-6	6.1	-2	-7	-36	-14	0.2	0.2
- COc1nnc(-c2ccc(N3CCOCC3)c(NC(=O)C3CCCCC3)c2)c2ccccc12
→ 6	-7	0.3	6	-8	-12	-6	-0.1	2.0

(continued)
Every second line gives: TAAR1 antag	GPR7 antagonist	OXTR ag	CHO-K1 Ca antag	OXTR potentiate	CHO parental Ca	CHO-K1 Ca PAM	M1 ag parental	V1R ag counter
- CCOC(=O)C1(Cc2ccccc2Cl)CCN(C(=O)c2cnccn2)CC1
→ 4	-6	-0.1	-5	-9	-2	15	1.4	0.2
- O=C(c1ccncc1)N1CCN(S(=O)(=O)c2ccc(OC(F)(F)F)cc2)CC1
→ -5	.	0.5	-12	-2	-4	5	0.7	2.5
- CN1CC(=O)Nc2ccc([N+](=O)[O-])cc2C1=O
→ 8	-17	1.7	-17	1	4	9	0.7	0.6
- O=C1CSC(=S)N1N=Cc1c(F)cccc1Cl
→ -4	.	.	-7	.	.	3	0.4	.
- O=C(COC(=O)c1ccc(Cl)c(S(=O)(=O)N2CCOCC2)c1)NCc1ccco1
→ -6	.	-0.3	-12	1	10	19	0.6	0.6
- O=C(CCCOc1ccccc1)Nc1ccncc1
→ 5	8	7.2	-2	-9	-6	9	1.6	6.9
- CC1CC(=O)c2cnc(N)nc2C1 (stereo not drawn)
→ -11	25	0.9	-13	7	-7	14	-0.2	0.2
- COc1ccc(-n2c(SCC(=O)C(C)(C)C)nc3ccsc3c2=O)cc1
→ -36	-15	-2.5	-9	-12	-9	0	0.2	-0.8
- Cc1cc(C(=O)N2CCCCCC2)cs1
→ -17	-9	0.3	-2	4	6	8	-0.1	0.2
- Cc1cc(NC(=O)CSc2ncccn2)no1
→ -1	-14	1.1	0	-7	-8	-10	0.3	0.7
- CCOC(=O)N1CCN(C(=O)CS(=O)(=O)c2cn(Cc3ccc(F)cc3)c3ccccc23)CC1
→ -7	.	2.6	-9	-6	-9	16	2.5	1.8
- CCc1cc(C(=O)OC)c(NC(=O)c2ccoc2C)s1
→ -14	-32	-1.6	-7	-2	-19	7	0.7	-0.9
- Cc1nc(NC(=O)COC(=O)CNC(=O)c2ccco2)c(Cl)cc1Cl
→ -18	.	1.6	-6	4	-10	-3	-0.1	1.1
- COc1ccc(Cc2noc(-c3ccc([N+](=O)[O-])cc3)n2)cc1OC
→ -15	13	7.5	-17	-18	2	11	9.0	5.6
- O=S(=O)(c1ccc(Cl)cc1)N1CCNCC1
→ 3	12	-1.3	-1	-2	-12	19	0.0	0.3
- O=C(NCc1cccs1)c1ccc(Cl)c(S(=O)(=O)N2CCOCC2)c1
→ -32	.	.	-9	.	.	11	1.6	.
- Cc1cc(C)n(-c2nnc(C)n2N)n1
→ -14	-11	-0.2	-9	-10	2	18	0.6	-0.6
- O=C(Nc1ccc(F)cc1)Nc1nnc(COc2ccccc2F)s1
→ 30	-12	9.6	15	-14	5	9	5.4	9.1
- COCCNC(=O)C(c1ccc(C)o1)N(Cc1ccco1)C(=O)c1snc(C(N)=O)c1N (stereo not drawn)
→ 15	-11	-0.3	7	-7	-14	-5	1.4	-0.1

High-throughput results as filed in PubChem BioAssay.
